# L3MBTL1 inh = L3MBTL1 (human) inhibition | AID 485360 | Q9Y468 | actives 0.66% (n = 230,000) | AlphaScreen L3MBTL1–H3K9me1 peptide binding | Potency, µM (titrated, usually from 57.1 µM), for inactives: top-dose activity, negative = inhibition, usual class: inhibitors; also: nearly all actives have a fitted effect of over 60% in size
# Target sequence (Q9Y468 whole entry, looked up): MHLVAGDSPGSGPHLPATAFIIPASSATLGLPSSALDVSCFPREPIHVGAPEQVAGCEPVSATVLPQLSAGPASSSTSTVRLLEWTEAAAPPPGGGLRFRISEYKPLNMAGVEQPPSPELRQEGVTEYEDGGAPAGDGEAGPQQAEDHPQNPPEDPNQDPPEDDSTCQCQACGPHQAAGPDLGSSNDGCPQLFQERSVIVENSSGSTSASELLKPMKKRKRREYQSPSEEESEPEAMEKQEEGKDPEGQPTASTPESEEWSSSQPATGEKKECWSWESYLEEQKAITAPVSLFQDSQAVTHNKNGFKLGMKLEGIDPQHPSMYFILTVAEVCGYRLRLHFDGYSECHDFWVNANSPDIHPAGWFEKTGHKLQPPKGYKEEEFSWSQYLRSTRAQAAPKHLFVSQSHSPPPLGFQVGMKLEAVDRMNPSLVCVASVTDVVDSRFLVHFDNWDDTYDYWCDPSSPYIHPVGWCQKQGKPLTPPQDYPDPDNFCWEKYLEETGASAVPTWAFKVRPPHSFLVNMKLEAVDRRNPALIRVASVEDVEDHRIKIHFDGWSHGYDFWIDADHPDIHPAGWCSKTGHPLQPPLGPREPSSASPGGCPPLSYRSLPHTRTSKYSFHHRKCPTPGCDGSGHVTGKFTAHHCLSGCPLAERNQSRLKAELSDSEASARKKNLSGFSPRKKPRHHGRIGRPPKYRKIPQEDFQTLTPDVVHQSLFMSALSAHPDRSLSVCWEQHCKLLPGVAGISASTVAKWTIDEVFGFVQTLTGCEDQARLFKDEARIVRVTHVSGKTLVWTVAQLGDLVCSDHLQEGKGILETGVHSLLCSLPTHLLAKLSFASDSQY
#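 L3MBTL1 50 nM + b-AHA-H3(1-15)K9me1 75 nM, 30 min RT; compound added, 30 min RT; streptavidin donor/Ni-chelate acceptor beads 10 ug/mL each final, 30 min RT dark; AlphaScreen read.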
# GAA glycogen mod = inhibitors or activators of human alpha-glucosidase glycogen cleavage; recombinant GAA, glycogen substrate, Amplex Red glucose oxidase fluorescence; Potency, µM (highest dose often 76.4 µM), without a hit: at the top dose activity change, negative = inhibition, most hits filed as inhibitors; actives 0.38% (n = 300,000);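 also: 0% = full enzyme reaction and -100% = no-enzyme basal signal; the screen sought inhibitors and activators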
#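 Natural-substrate format: glycogen cleavage by 4 nM human enzyme, glucose read by Amplex Red coupling (Ex 573, Em 610 nm). Normalized to enzyme and no-enzyme controls.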
# TRb SRC2 PPI = inhibitors of human thyroid hormone receptor beta-SRC2 interaction | actives 0.065% (n = 280,000) | TRbeta-SRC2 peptide binding, fluorescence polarization; receptor liganded with 1 µM T3 | P10828 | Potency, µM (titrated, usually from 106 µM), inactives show at the highest dose activity change, negative = inhibition, most hits filed as inhibitors;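 also: plate controls were bound peptide for no effect and peptide without receptor for full effect; nearly all actives have a fitted effect of over 50% in size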
#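 Assay buffer: 20 mM Tris-HCl, 100 mM NaCl, 10% glycerol, 1 mM EDTA, 0.01% NP-40, 1 mM DTT, 1 uM T3, 5% DMSO; TRb LBD 0.6 uM, Texas Red SRC2 20 nM; FP after 5 hr.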
# GAA spleen mod = lysosomal alpha-glucosidase (human) modulation | P10253 | human spleen homogenate, 4-MU-alpha-glucoside fluorescence | Potency, µM (top dose mostly 79.9 µM), inactives show at the top dose activity change, negative = inhibition, hits mostly inhibitors | actives 0.006% (n = 240,000);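 also: 0% = enzyme with vehicle and -100% = no enzyme basal signal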
#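 Human spleen homogenate (1 ug) incubated with compounds and 1 mM 4-methylumbelliferyl-alpha-D-glucopyranoside in pH 5.0 citrate/phosphate buffer, 37 C, 40 min. Stopped at pH 10; 4-MU fluorescence (Ex 365/Em 440 nm); AC50 by Hill fit.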
# GAA inhib = blocks human lysosomal alpha-glucosidase | P10253 | purified human GAA, 4-MU-alpha-glucoside fluorescence | Potency, µM (top dose mostly 76.9 µM), for inactives: at the highest dose activity change, negative = inhibition, actives largely listed as inhibitors | actives 0.005% (n = 200,000);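 also: plate controls were uninhibited enzyme wells for no effect and no-enzyme background for full effect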
#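 Human enzyme at 4 nM with 400 uM 4-methylumbelliferyl-alpha-D-pyranoside, citrate/phosphate buffer pH 5.0, 0.005% Tween-20, 20 min at room temperature. Compounds up to 77 uM. 4-MU fluorescence (Ex 365/Em 440) read after NaOH/glycine stop; AC50 from Hill fit.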
# TexasRed fluor = alters Texas Red total fluorescence, flagging assay interference | TRb/SRC2 Texas Red total fluorescence interference | Potency, µM (titrated, usually from 106 µM), for the others: at the top dose fluorescence change, negative = quenching | actives 0.29% (n = 280,000) | AID 1479; active = well fitted curve in either direction with a large enough effect; inconclusive = small, poorly fitted or top-dose-only effect
#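 Flags fluorescent or light-absorbing compounds by total fluorescence, S + 2P, at 555 nm excitation and 632 nm emission. Mixture: 20 nM Texas Red SRC2 peptide, 0.6 uM human TRb LBD, 1 uM T3, 5% DMSO; compound exposure 5 h at ambient temperature.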
# RECQ1 helicase = blocks DNA unwinding by human RECQ1; actives 0.54% (n = 240,000); P46063; Potency, µM (doses to about 57.3 µM), inactives show top-dose activity, negative = inhibition, usual class: inhibitors; RECQ1 DNA unwinding, red fluorescence kinetic read; AID 2549;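 also: plate controls were vehicle for no effect and no enzyme for full effect; nearly all actives have a fitted effect of over 30% in size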
#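 50 nM RECQ1T1 preincubated 15 min with compound in Tris pH 8.0 buffer with MgCl2, DTT, Tween-20 and 2.5 ug/ml poly(dI-dC); started with 200 nM TAMRA/BHQ-2 forked duplex and 2 mM ATP. Unwinding read as fluorescence (525/598 nm), two reads 2 h apart.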
# RGS12 GoLoco inh = RGS12 GoLoco-Gai1 interaction inhibition. P63096. Gai1:RGS12 GoLoco peptide FP, rhodamine, 10 min. Potency, µM (top dose mostly 61.6 µM), for the others: at the top dose activity, negative = inhibition, most hits filed as inhibitors. actives 0.44% (n = 230,000); active = well fitted inhibition curve with a large enough effect, not every such curve was filed as active; inactive = no such curve, though single readings can be large or run the other way; also: nearly all actives have a fitted effect of over 30% in size; many of its hits are not listed in these tables
# * hit, by the source's call; i = inactive; ? = inconclusive; nt = no result given; [ ] = another dose, or the depositor's remark. Unless noted, calls follow the shape of the dose curve; as a rule, active = well fitted curve in the direction sought with a large enough effect; inconclusive = small, poorly fitted or top-dose-only effect, or another doubt; inactive = no such curve, though single readings can be large; an effect the other way counts as inactive or inconclusive. Unless noted, % is scaled to controls: 0 for no effect and ±100 for the full control effect; potency is read from the fitted curve at half-maximal effect.
structure | L3MBTL1 inh | GAA glycogen mod | TRb SRC2 PPI | GAA spleen mod | GAA inhib | TexasRed fluor | RECQ1 helicase | RGS12 GoLoco inh
CCCN(CCC)c1nc(Cl)nc(NCc2ccco2)n1 | -9% | -10% | -6% | -20% | -2% | -7% | 1% | 10%
CCC1=C(C)CN(C(=O)NCCc2ccc(S(=O)(=O)NC(=O)NC3CCC(C)CC3)cc2)C1=O (stereo unspecified) | nt | nt | 3% | 0% | nt | -3% | -3%[25.9 µM] | 3%
CCc1c(C(=O)Nc2nnc(C3CC3)s2)csc1C | nt | 1% | -7% | 3% | -4% | -6% | -3% | 17%
CCN(CC)c1c([N+](=O)[O-])c(=O)sc2ccccc12 | -3% | 2% | 0% | -3% | -5% | 1% | 1% | -17%
COc1cccc(-c2nc(CS(=O)(=O)CC(=O)NCc3ccccc3)c(C)o2)c1 | -25% | 3% | 2% | -6% | 5% | -1% | -4% | 12%
O=C1CCCC2=C1C(c1ccco1)Nc1ccc3ccccc3c12 (stereo unspecified) | 3.2µM* | -9% | 1% | 10% | ? | -28% | 10µM* | 10%
Cc1ccsc1C1C(C(=O)O)c2ccccc2C(=O)N1C (stereo unspecified) | 8% | 10% | -11% | -15% | -2% | 0% | -2% | 0%
C#CCSc1n[nH]c(-c2ccco2)n1 | 1% | -9% | 3% | -14% | 1% | 0% | -12% | -5%[14.2 µM]
CN(C(=O)COC(=O)c1ccc(=O)n(Cc2ccccc2)n1)c1ccccc1 | 7%[11.4 µM] | 16% | 0% | 5% | -26% | 4% | i | 5%
O=C(c1cc2ccccc2oc1=O)N(Cc1ccc(F)cc1)C1CCS(=O)(=O)C1 (stereo unspecified) | 3% | 5% | 1% | 4% | nt | 1% | 2% | 13%
CCC(=O)Nc1ccc(C(=O)CSc2nc3ccccc3cc2CC)cc1 | -7% | -4% | -10% | 4% | 2% | -5% | 8% | 1%
CCn1cc(C(=O)O)c(=O)c2cc(F)c(N3CCN(C(=S)NC(=O)c4ccccc4F)CC3)cc21 | nt | -7% | 1% | -3% | nt | -2% | -10% | 6%
CCOc1ccc(C2CC(=O)NC3=C2C(=O)CCC3)cc1 (stereo unspecified) | 4% | -3% | -11% | -1% | 2% | 0% | -11% | 4%
Cc1ccc(-n2nnnc2CN2CCCCC2)cc1 | 2% | -7% | 2% | -2% | 3% | 1% | i | 5%
COc1ccc(-n2c(SCC(=O)Nc3nccs3)nc3sc4c(c3c2=O)CCN(C)C4)cc1 | -6% | 28% | 2% | -2% | ? | -4% | i | 25%
Fc1cccc(Cc2noc(CN3CCCCC3CCc3ccccn3)n2)c1 (stereo unspecified) | 2% | 10% | -3% | -9% | ? | -2% | -11% | -4%
COc1ccccc1-c1nnc(NC(=O)C(C)SC2=NCCS2)s1 (stereo unspecified) | nt | 5% | -23% | -14% | -6% | -4% | -1% | 5%
O=C1C[C@@H](O)[C@@H](O)[C@@H]2[C@H]3C(=O)N(c4ccc(F)cc4F)C(=O)[C@@H]3CC[C@H]12 | nt | nt | 0%[11.2 µM] | 0%[17.4 µM] | nt | -6%[11.2 µM] | i[11.5 µM] | nt
CCC(=O)NC(C)C(c1cccs1)N1CCN(Cc2ccccc2)CC1 (stereo unspecified) | 5% | 4% | -2% | -6% | 3% | 2% | i | 2%
O=C(COC(=O)c1ccc(S(=O)(=O)N2CCCC2)cc1)Nc1ccc(F)cc1F | 7% | 2% | 7% | -9% | -4% | -1% | 6% | 3%
CCOC(=O)c1csc(N)c1-c1ccc([N+](=O)[O-])cc1 | nt | -2% | 5% | 7% | nt | -6% | -6% | -3%
COc1ccc(-c2nnc(COc3ccc4ccccc4c3)o2)cc1OC | nt | -3% | -15% | 3% | -7% | -1% | -11% | -3%
COc1ccc(CC2(CO)CCN(CC3=Cc4cc(Cl)ccc4OC3)CC2)cc1 | 0% | -1% | 4% | 1% | 10% | -2% | -16% | 12%
CCO[C@@H]1OC(C(=O)N2CCN(Cc3ccccc3)CC2)=C[C@H](c2cn(C(C)=O)c3ccccc23)[C@H]1CCCO | -4% | -10% | -9% | -21% | nt | 0% | 2% | -1%
C/C(=N\NC(=S)NCc1ccccc1)c1ccc(Br)cc1 | -25% | -22% | 0% | 0% | -3% | 0% | -8% | 18%
CCCCSc1nc(C)c(C(C)=O)cc1C#N | 30% | 0% | -1% | 3% | -3% | -1% | -5% | 10%
Cc1onc(-c2c(F)cccc2Cl)c1C(=O)NCC1COc2ccccc2O1 (stereo unspecified) | 0% | -8% | -4% | -1% | -5% | -1% | -1% | -2%
COc1ccc(O)c(C2(O)C(=O)c3ccccc3C2=O)c1 | 2% | ? | -5% | -16% | nt | 0% | -3% | 5%
Cc1ccccc1CN1CCN(Cc2ccccc2C(F)(F)F)CC1 | nt | 2% | -5% | -7% | ? | -2% | -3% | -5%
O=C(Cn1nnc(-c2ccccc2)n1)Nc1ccc2c(c1)OCO2 | nt | -1% | -6% | 1% | 0% | 1% | i | 1%
O=c1[nH]c2cc3c(cc2cc1CN(CCc1ccccc1)Cc1nnnn1C1CCCC1)OCCO3 | 7% | 0% | 6% | 3% | 0% | 0% | -7% | 4%
Cc1cc(C)nc(N2CCCC(C(=O)NCCC3=CCCCC3)C2)n1 (stereo unspecified) | -5% | -7% | -14% | 3% | 1% | -4% | -13% | nt
N#CC1=C(N)Oc2cc(O)ccc2C1c1ccncc1 (stereo unspecified) | -2% | 9% | -1% | -9% | 6% | -4% | i | -3%
CCOC(=O)c1nc(NCc2cccc(OC)c2)c2ccccc2n1 | nt | -16% | 0% | -1% | 2% | 2% | i | -1%
Cn1c(SCC(=O)N2CCN(C(=O)c3ccco3)CC2)nnc1-c1ccc(NS(C)(=O)=O)cc1 | -6% | 3% | 0% | -6% | -3% | -1% | -6% | 8%
Clc1ccc(/C=C/c2ncc3ccccn23)cc1 | 18% | -8% | -3% | -2% | 1% | -4% | i | 1%

# Eight entries out of the list, arranged by molecular weight, smallest number first.
structure | L3MBTL1 inh | GAA glycogen mod | TRb SRC2 PPI | GAA spleen mod | GAA inhib | TexasRed fluor | RECQ1 helicase | RGS12 GoLoco inh
CCCCSc1nc(C)c(C(C)=O)cc1C#N | 30% | 0% | -1% | 3% | -3% | -1% | -5% | 10%
N#CC1=C(N)Oc2cc(O)ccc2C1c1ccncc1 (stereo unspecified) | -2% | 9% | -1% | -9% | 6% | -4% | i | -3%
COc1ccc(O)c(C2(O)C(=O)c3ccccc3C2=O)c1 | 2% | ? | -5% | -16% | nt | 0% | -3% | 5%
Cc1cc(C)nc(N2CCCC(C(=O)NCCC3=CCCCC3)C2)n1 (stereo unspecified) | -5% | -7% | -14% | 3% | 1% | -4% | -13% | nt
C/C(=N\NC(=S)NCc1ccccc1)c1ccc(Br)cc1 | -25% | -22% | 0% | 0% | -3% | 0% | -8% | 18%
Cc1onc(-c2c(F)cccc2Cl)c1C(=O)NCC1COc2ccccc2O1 (stereo unspecified) | 0% | -8% | -4% | -1% | -5% | -1% | -1% | -2%
O=c1[nH]c2cc3c(cc2cc1CN(CCc1ccccc1)Cc1nnnn1C1CCCC1)OCCO3 | 7% | 0% | 6% | 3% | 0% | 0% | -7% | 4%
Cn1c(SCC(=O)N2CCN(C(=O)c3ccco3)CC2)nnc1-c1ccc(NS(C)(=O)=O)cc1 | -6% | 3% | 0% | -6% | -3% | -1% | -6% | 8%

# Other records follow:
structure | L3MBTL1 inh | GAA glycogen mod | TRb SRC2 PPI | GAA spleen mod | GAA inhib | TexasRed fluor | RECQ1 helicase | RGS12 GoLoco inh
CCCNC(=S)N1CCN(Cc2ccc3c(c2)OCO3)CC1 | 8% | 1% | 0% | -3% | 10% | 0% | -11% | -11%
Cc1cc(C)n(C(=O)c2ccc(S(=O)(=O)NCC3CCCO3)cc2)n1 (stereo unspecified) | nt | 10% | -1% | -17% | -1% | -5% | -14% | -1%
O=C(CCCOc1ccc(Cl)cc1Cl)NN1CCOCC1 | 4% | -6% | -5% | 1% | -7% | 0% | i | 4%
COc1ccc(C(=O)CC(Nc2ccc([N+](=O)[O-])cc2)c2ccc(OC)cc2)cc1 (stereo unspecified) | -11% | 5% | -1% | 1% | ? | -5% | -14% | 1%
O=C(OCn1ncc(Br)c(Br)c1=O)c1ccc(F)cc1 | nt | 18% | -6% | -9% | 0% | -2% | 20% | -4%
Cc1ccc(S(=O)(=O)NNC(=O)c2cc3cc4ccccc4nc3s2)cc1 | -9% | ? | 1% | -21% | 2% | -7% | -2% | 8%
Cc1ccc(-c2nc3sc4c(N)ncnc4c3c3c2CCCC3)cc1 | 1% | 2% | -4% | -5% | -2% | 0% | -5% | 6%
O=c1oc2ccccc2c(N2CCOCC2)c1[N+](=O)[O-] | -3% | 11% | -3% | -3% | 5% | -6% | 25% | 16%
C/C(=N/NC(=O)c1ccccn1)c1c[nH]c2ccccc12 | -18% | ? | 6% | -3% | nt | 1% | -5% | 10%
COc1ccccc1C(c1nnnn1CS(=O)(=O)c1ccc(C)cc1)N1CCSCC1 (stereo unspecified) | 0% | 7% | 3% | -11% | -15% | -2% | -1% | -6%
COc1ccc(S(=O)(=O)Cc2ccc(C(=O)N3CCN(C(=O)c4ccco4)CC3)o2)cc1 | -2% | -14% | -2% | 8% | 1%[15.4 µM] | -3% | 0% | -14%
O=C(Cn1ncc2c3ccccc3n(Cc3ccccc3)c2c1=O)N1CCN(c2ncccn2)CC1 | nt | -13% | -2% | -5% | -10% | 0% | -3% | -8%
CC(C)N(Cc1cnn(C)c1)Cc1nc(Cc2ccccc2Cl)no1 | -6% | 19% | 4% | -4% | ? | -2% | -5% | 5%
c1ccc2c(c1)CC(N1CCCCC1)c1ccccc1N2 (stereo unspecified) | -3% | -5% | -3% | -6% | -11% | -3% | 0% | 6%
COc1cccc(NC(=O)C(Sc2nc3ccccc3c(=O)n2CC(C)C)c2ccccc2)c1 (stereo unspecified) | 14% | 1% | -8% | -4% | 4% | -5% | 2% | nt

# Not all compounds are listed; the hit share may differ from the screen's.
